pAkt inh = Akt phosphorylation inhibition; Neuro2A IGF-stimulated pAkt S473 HTRF, 20 min; stronger effect = lower value; activity change, % for hits at 50 µM; actives 0.32% (n = 360,000); AID 651550; in the data active means activity change below about -80%; inconclusive means mostly about -51% to -80%; further: on the % scale 0 is the no-effect control and ±100 the full control effect
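Neuro2A cells (4,500/well, DMEM with 0.5% FBS) were treated with compound at a single 50 µM final concentration, stimulated with 6 nM IGF for 20 min at 37 °C, and lysed. Phospho-Akt Ser473 was read by HTRF as 665/615 ratio ×10^4.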
EPAC2 antag = EPAC2 (human) antagonism. Q8WZA2. EPAC2 GEF exchange of Rap1B-BODIPY-GDP, fluorescence. Potency, µM (titrated, usually from 114 µM), inactives show top-dose activity, negative = inhibition, actives largely listed as inhibitors. actives 0.18% (n = 360,000). AID 720708; further: potency means the concentration at half of the fitted maximal effect; on the % scale 0 is the no-effect control and ±100 the full control effect; nearly all actives have a fitted effect of over 45% in size; many of its hits are not listed in these tables
Target sequence (Q8WZA2 whole entry, looked up): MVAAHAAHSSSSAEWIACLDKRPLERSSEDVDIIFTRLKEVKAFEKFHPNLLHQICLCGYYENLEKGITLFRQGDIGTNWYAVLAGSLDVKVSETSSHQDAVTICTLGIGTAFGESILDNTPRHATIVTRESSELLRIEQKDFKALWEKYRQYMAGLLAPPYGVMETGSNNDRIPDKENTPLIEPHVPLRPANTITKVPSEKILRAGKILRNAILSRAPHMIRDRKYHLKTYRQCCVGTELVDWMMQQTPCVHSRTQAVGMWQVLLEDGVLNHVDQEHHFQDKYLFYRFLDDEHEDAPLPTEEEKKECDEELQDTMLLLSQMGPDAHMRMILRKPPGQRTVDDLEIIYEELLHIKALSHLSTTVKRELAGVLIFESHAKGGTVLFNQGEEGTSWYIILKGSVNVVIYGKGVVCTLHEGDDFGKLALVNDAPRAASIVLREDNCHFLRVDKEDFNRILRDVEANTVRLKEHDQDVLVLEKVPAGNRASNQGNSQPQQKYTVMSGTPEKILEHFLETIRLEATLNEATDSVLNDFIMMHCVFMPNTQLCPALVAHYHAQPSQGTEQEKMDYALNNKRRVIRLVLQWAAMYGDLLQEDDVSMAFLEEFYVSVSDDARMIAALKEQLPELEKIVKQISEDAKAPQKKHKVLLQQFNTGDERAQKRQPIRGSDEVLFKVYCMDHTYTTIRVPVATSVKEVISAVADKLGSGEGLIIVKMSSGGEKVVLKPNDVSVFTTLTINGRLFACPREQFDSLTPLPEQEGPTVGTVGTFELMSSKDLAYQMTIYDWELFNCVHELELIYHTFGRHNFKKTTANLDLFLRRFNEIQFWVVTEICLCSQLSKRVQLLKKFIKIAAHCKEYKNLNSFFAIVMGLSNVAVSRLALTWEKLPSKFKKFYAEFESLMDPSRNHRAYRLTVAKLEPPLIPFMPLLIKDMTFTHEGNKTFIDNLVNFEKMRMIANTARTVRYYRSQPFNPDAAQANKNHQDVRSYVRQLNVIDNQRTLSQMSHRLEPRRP
Nrf2 activator = Nrf2 pathway activation; AREc32 ARE-luciferase reporter (MCF7-derived line), luminescence, 24 h; Potency, µM (top dose mostly 46.1 µM), for the others: at the highest dose activation, actives largely listed as activators; actives 0.31% (n = 410,000); AID 624171; further: potency means the concentration at half of the fitted maximal effect; % of control where 0% means no effect; nearly all actives have a fitted effect of over 65% in size
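AREc32 cells carrying an ARE-driven firefly luciferase, 1000 cells/well in OPTI-MEM with 5% FBS, dosed after overnight attachment and incubated 24 hr at 37 deg C. Steady-Glo luminescence read after 30 min at RT.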
CCT chaperon mod = modulators of cytosolic chaperonin (CCT/TRiC) activity | purified chaperonin ATPase assay, HTRF ADP detection, 30 min | activity change, % (no concentration beside the values), hits read low | actives 0.3% (n = 360,000) | AID 651819; in the data active means activity change below about -30%; further: on the % scale 0 is the no-effect control and ±100 the full control effect
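We incubate TRiC, 40 or 20 nM final, with library compounds at 76 uM and 10 uM ATP for 30 min at 37 °C. ADP formed is detected with Transcreener HTRF reagents after 30 min at room temperature.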
EPAC2 ag = agonists of human EPAC2 (RAPGEF4); actives 0.079% (n = 360,000); Potency, µM (titrated, usually from 154 µM), without a hit: at the highest dose activation, actives largely listed as activators; EPAC2 activation, biochemical qHTS; response scale: 100% = 6.5 mM cAMP response; Q8WZA2; further: potency means the concentration at half of the fitted maximal effect; nearly all actives have a fitted effect of over 50% in size
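Compounds were titrated in qHTS against a Rap1B-BODIPY-GDP (250 nM) complex with EPAC2 (100 nM) and GDP (50 uM). BODIPY-GDP release tracked at 480/540 nm over 30 min at room temperature, normalized to 6.5 mM cAMP.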
Nrf2 block = inhibitors of Nrf2 signaling. A549 ARE-Fluc reporter, luciferase luminescence, 18-24 h. Potency, µM (top dose mostly 46 µM), for inactives: at the highest dose activity change, negative = inhibition, actives largely listed as inhibitors. actives 2.1% (n = 360,000); further: potency means the concentration at half of the fitted maximal effect; on the % scale 0 is the no-effect control and ±100 the full control effect; nearly all actives have a fitted effect of over 60% in size
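Quantitative HTS in A549 cells stably bearing an antioxidant response element-firefly luciferase construct. Inhibition of Nrf2-driven transcription was scored by luminescence after 18-24 h of compound exposure at 37 °C.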
A549 viability = kills or reduces viability of A549 cells in Nrf2 counter-screen | A549 ARE-Fluc cells, CellTiter-Fluor viability, 18-24 h | Potency, µM (doses to about 46 µM), for the others: top-dose activity change, negative = cytotoxicity, usual class: inhibitors | actives 0.16% (n = 390,000); further: potency means the concentration at half of the fitted maximal effect; on the % scale 0 is the no-effect control and ±100 the full control effect
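A549 ARE-Fluc cells in 5% FBS OPTI-MEM, 5000 cells/well, rested 2 h then exposed to compounds in concentration-response for 18-24 h at 37 °C. Viability by CellTiter-Fluor fluorescence (Ex 405/Em 525) after 30 min; luciferase luminescence (BugLite, 15 min, RT) read afterwards.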
MmCpn inh = M. maripaludis TRiC chaperonin inhibition; purified Mm-Cpn ATPase, ADP Transcreener TR-FRET; Potency, µM (titrated, usually from 76.9 µM), for inactives: at the highest dose activity, negative = inhibition, actives largely listed as inhibitors; actives 0.031% (n = 330,000); AID 504842; further: potency means the concentration at half of the fitted maximal effect; on the % scale 0 is the no-effect control and ±100 the full control effect; nearly all actives have a fitted effect of over 80% in size
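Reaction buffer contained 30 mM Tris pH 7.4, 100 mM KCl, 5 mM MgCl2 and 1 mM DTT. Mm-CPN (25 nM final) hydrolysed 10 uM ATP over 30 min at 37°C; ADP was read by HTRF.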
TGFb SMAD3 inh = TGF-b pathway inhibition; HepG2 CAGA-GFP TGF-b/SMAD3 reporter, GFP fluorescence, 18 h; TGF-beta stimulated, 500 pg/mL final; Potency, µM (titrated, usually from 46.1 µM), for the others: at the highest dose activity, negative = inhibition, hits mostly inhibitors; actives 1.2% (n = 410,000); AID 588855; further: potency means the concentration at half of the fitted maximal effect; on the % scale 0 is the no-effect control and ±100 the full control effect; nearly all actives have a fitted effect of over 65% in size
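Using HEPG2 CAGA-GFP reporter cells at 1000 cells/well, we pinned test compounds, stimulated with recombinant TGF-beta (500 pg/mL final) and measured total well GFP after 18 h.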
Numbers without * were called inactive; i = inactive; ? = inconclusive; . = no result given; & = joins results of further samples; [ ] = dose if it differs, or a comment. Unless noted, the call rests on the fitted dose curve; in most records, active means well fitted curve in the direction sought with a large enough effect; inconclusive means small, poorly fitted or top-dose-only effect, or another doubt; inactive means no such curve, though single readings can be large; an effect the other way counts as inactive or inconclusive. The list is partial, so the mix of outcomes need not match the whole.

No.	compound	pAkt inh	EPAC2 antag	Nrf2 activator	CCT chaperon mod	EPAC2 ag	Nrf2 block	A549 viability	MmCpn inh	TGFb SMAD3 inh
1	Cc1ccc(-n2c(C)cc3c2CCCC3=O)cc1	i	12%	4.0%	3.2	1%	0%	?	0%	-6%
2	CCCNC(=O)C12CCC(C)(c3nc4cc(C)c(C)cc4nc31)C2(C)C (stereo not drawn)	i	2%	3.4%	-1.3	2%	-16%	2%	1%	-6%
3	CC1CCN(C(=O)COC(=O)Cc2ccc(Br)cc2)CC1	i	14%	-0.3%	-1.7	5%	8%	0%	-4%	-15%
4	O=C(c1ccccc1)N1CCCCC(Cl)C1=O (stereo not drawn)	i	-5%	0.4%	-4.4	6%	-5%	-1%	0%	-21%
5	COc1ccc(NS(=O)(=O)c2ccc3oc(=S)[nH]c3c2)cc1	i	-8%	-1.1%	0.4	3%	-1%	5%	1%	6%
6	Cc1cc(C(F)(F)F)nc(SCc2ccc(C(=O)O)o2)n1	i	2%	-0.5%	2.0	-2%	12%	-2%	0%	1%
7	CC(C)Cc1nnc(NC(=O)CCC(=O)N2CCOCC2)s1	i	-2%	-0.7%	-5.0	16%	-3%	-2%	0%	1%
8	Cn1c(=O)c2c(nc(SCC(=O)Nc3ccccc3F)n2Cc2ccccc2F)n(C)c1=O	.	.	4.1%	.	.	16%	8%	.	1%
9	C=CCC(=O)N1CCC(n2nccc2NC(=O)c2ccc3c(c2)OCO3)CC1	i	4%	0.6%	-0.4	-4%	.	.	.	-1%
10	Cn1c(=O)c2cc3ccccc3nc2n(C)c1=O	i	14%	-0.3%	-1.2	16%	2%	2%	2%	0%
11	c1ccc(Cn2c(SCc3nc4ccccc4s3)nnc2-c2ccco2)cc1	i	-1%	19%	-0.5	10%	.	-4%	-1%	-1%
12	Cc1ccc([N+](=O)[O-])cc1S(=O)(=O)N1CCNCC1	i	2%	-0.7%	0.3	7%	-16%	10%	1%	2%
13	COCCNC(=O)C1Cc2c(-c3cccc(NC(C)=O)c3)ccnc2O1 (stereo not drawn)	i	14%	-1.3%[9.22 µM]	0.0	5%	.	.	.	45%[activator]
14	O=C(O)C1CC=CCC1C(=O)Nc1ccc(F)c(F)c1 (stereo not drawn)	i	-2%	0.0%	-0.7	-1%	-3%	-7%	1%	-2%
15	COc1ccc(NC(=O)Nc2sc(=S)n(C)c2C)cc1	i	-2%	13%	-1.7	2%	13%	-2%	-4%	?
16	CCOc1cc(N2CCOCC2)c(OCC)cc1NC(C)C(=O)N1CCN(CC)CC1 (stereo not drawn)	i	-7%	0.3%	0.0	4%	-17%	-14%	-6%	?
17	Cc1nc2ccc(S(=O)(=O)NC(C(=O)N3CCN(c4cccc(Cl)c4)CC3)C(C)C)cc2s1 (stereo not drawn)	.	.	-1.4%	.	.	3%	-1%	.	-23%
18	O=C(CCS(=O)(=O)c1ccccc1)Nc1ncc([N+](=O)[O-])s1	i	-4%	?	-3.0	6%	23%	0%	-1%	16µM*
19	O=C1OCCN1c1ccccc1	i	1%	-1.6%	-1.2	10%	-1%	1%	.	6%
20	CCCOc1ccc(N2C(=O)CC(N(Cc3ccco3)C(C)=O)C2=O)cc1 (stereo not drawn)	i	21%	-0.4%	-2.7	7%	1%	1%	-2%	-4%
21	O=C(NC1(C(F)(F)F)C(=O)Nc2c1c(=O)[nH]c(=O)n2Cc1ccccc1)c1ccc(Cl)cc1 (stereo not drawn)	i	-1%	-0.9%	2.0	-5%	2%	11%	1%	-7%
22	Cc1cnc(NC(=O)COc2ccccc2Cl)s1	i	1%	-2.6%	0.3	1%	.	12%	0%	2%
23	CCOC(=O)[C@H]1[C@H]2COc3ccc(OC)cc3[C@@H]2N2C(=O)CN(Cc3ccc(F)cc3)C(=O)[C@@]12C	i	-4%	-0.4%	-0.5	5%	1%	2%	-2%	-4%
24	CC(NC(=O)c1cc(S(=O)(=O)N(C)C)ccc1Cl)c1ccc(-n2ccnc2)cc1 (stereo not drawn)	i	-2%	-0.5%	1.3	-4%	-25%	-11%	-5%	31%[activator]
25	Cc1cccc(NC(=O)c2ccc(OCC(=O)NCc3ccccc3)cc2)c1C	.	8%	-0.4%	-0.4	-4%	.	0%	-1%	-1%
26	C#CC(CC)(CC)NC(=O)c1cc(S(=O)(=O)N2CCCCC2)ccc1N1CCOCC1	i	14%	-0.5%	-0.9	9%	5%	-3%	-2%	-8%
27	Cn1c(Cn2nnc3ccccc32)nnc1SCC(=O)N1c2ccccc2Sc2ccccc21	i	13%	2.9%	1.8	5%	?	-1%	2%	-27%
28	COc1ccc(C)cc1NC(=O)CN1C(=O)C2CC=CCC2C1=O (stereo not drawn)	i	-13%	-0.7%	1.0	1%	10%	1%	-14%	-12%
29	CC(=O)c1cc(-c2ccccc2)n(CC(=O)NC2CCCCC2)c1C	i	1%	-0.4%&-0.1%	-1.6	2%	-8%	1%&7%	0%	7%&1%
30	CCN(CC)c1nn2c(=O)c(C(=O)NCc3ccc(F)cc3)cnc2s1	.	.	-0.3%	.	.	-14%	-1%	.	-9%
31	CSc1nc(SC)c2c3c(oc2n1)COC(C)(C)C3	i	-4%	-0.3%	0.4	8%	-14%	2%	-5%	-3%
32	CN(C)C(=S)SCC(=O)NC(=O)NC(C)(C)C	i	-13%	0.0%	0.3	11%	-2%	?	0%	5%
33	Cc1cc(C)n(-c2nc3ccccc3nc2Nc2cccc(C)c2C)n1	.	.	6.8%	.	.	?	13%	.	30%[activator]
34	O=C(NCC1CCCO1)c1cc2c(s1)CS(=O)(=O)C2 (stereo not drawn)	i	5%	-0.8%	-1.7	15%	2%	1%	0%	?
35	CCOC(=O)CSc1nc2c(cnn2-c2ccc(Cl)cc2)c(=O)[nH]1	i	11%	-0.5%	-0.3	2%	-6%	0%	0%	0%
36	CC(=O)c1ccc(S(=O)(=O)Nc2ccc(C(=O)NCC(c3ccco3)N3CCCC3)cc2)cc1 (stereo not drawn)	i	4%	0.7%	0.5	3%	.	.	.	3%
37	CCCCc1nc(SCC(=O)N2CCOCC2)c2c(=O)n(C)c(=O)n(C)c2n1	i	-1%	-0.5%	0.3	5%	-28%	-1%	4%	-24%
38	Cc1ccc(/C=C/C(=O)NCCCN2CCN(CCCNC(=O)/C=C/c3ccc(C)o3)CC2)o1	i	-1%	-0.9%	0.0	-5%	?	15%	-3%	-1%
39	CCc1ccccc1NC(=O)CSc1nc2n[nH]c(C)c2c(=N)n1-c1ccc(OC)cc1	i	15%	4.9%	-0.6	-19%	.	-13%	-3%	?
40	CC1CCCCC1NC(=O)c1cncc(Br)c1 (stereo not drawn)	i	13%	3.2%	-0.3	-1%	16%	7%	1%	4%

Taken from above:
For A549 viability, `Cc1cc(C)n(-c2nc3ccccc3nc2Nc2cccc(C)c2C)n1` has the entry 13%
For EPAC2 ag, `C#CC(CC)(CC)NC(=O)c1cc(S(=O)(=O)N2CCCCC2)ccc1N1CCOCC1` has the entry 9%

(next part)
No.	compound	pAkt inh	EPAC2 antag	Nrf2 activator	CCT chaperon mod	EPAC2 ag	Nrf2 block	A549 viability	MmCpn inh	TGFb SMAD3 inh
41	CN1CCN(C(=O)c2ccc3c(c2)N(Cc2ccc(F)cc2)C(=O)c2ccccc2S3=O)CC1 (stereo not drawn)	i	3%	3.8%&0.7%	1.9	-4%	-1%&7%	0%&2%	0%	15%&-27%
42	CC(=O)NC1(C(F)(F)F)N=C2SCCN2C1=O (stereo not drawn)	i	1%	-0.2%	0.0	2%	5%	1%	-1%	30%
43	COc1ccc(S(=O)(=O)N2CCN(CC(=O)Nc3cc(C(F)(F)F)ccc3Cl)CC2)cc1	i	-1%	2.5%	-2.9	-15%	.	-2%	0%	-5%
44	COC(=O)CCCC1=CC2=CC(=O)C(C)(OC(=O)c3cccs3)C(=O)C2=CN1c1cccc(C#N)c1 (stereo not drawn)	i	-3%	-0.3%	0.4	5%	-10%	-14%	0%	-16%
45	N#C/C(=C(/O)c1cccs1)c1nc2ccccc2[nH]1	i	10%	?	-6.1	6%	-6%	-1%	0%	?
46	Nc1cc(OC(=O)c2ccc(F)cc2)nn1S(=O)(=O)c1ccccc1	i	-2%	-0.8%	0.1	2%	?	1%	1%	-12%
47	Cc1nc([N+](=O)[O-])cn1CC(=O)c1ccc(Br)cc1	i	16%	-0.8%	-1.0	-4%	3%	-2%	1%	1%
48	O=C(c1cc(S(=O)(=O)N2CCOCC2)ccc1F)N(Cc1nnc(-c2ccccc2Cl)o1)C1CC1	i	4%	4.5%	1.8	3%	-24%	-11%	2%	-4%
49	CCOc1cc(N2CCOCC2)c(OCC)cc1NC(=O)COC(=O)c1ccc(OC)c([N+](=O)[O-])c1	i	5%	-0.5%	-0.7	2%	-14%	2%	.	-3%
50	Cc1nc(-c2cccnc2)sc1C(=O)Nc1ccc(C(F)(F)F)cc1	i	3%	-0.8%	0.0	-8%	?	-9%	0%	0%
51	COc1ccc2c(CNCCc3ccco3)c(C(=O)O)n(Cc3ccc(C)cc3)c2c1	.	.	8.4%	.	.	19%	-3%	.	-2%
52	CCOC(=O)c1nnn(-c2nonc2N)c1COc1cc(C)c(Cl)c(C)c1	i	-19%	3.5%	-3.2	-9%	3%	0%	-1%	?
53	O=C(CCSCc1cccc(Cl)c1)NCCc1ccccc1	i	0%	0.0%	2.1	10%	7%	0%	2%	?
54	CCOC(=O)N1CCN(C2=C(NS(=O)(=O)c3ccc(Br)cc3)C(=O)c3ccccc3C2=O)CC1	i	-19%	4.4%	1.4	8%	.	.	.	?
55	CCOC(=O)CC(=O)Nc1ccc(C)cc1	i	-3%	3.0%	-1.9	12%	4%	-8%	2%	1%
